# Bioassay records (PubChem)
# KAT2A inh = blocks human GCN5L2 histone acetyltransferase | GCN5L2 HAT assay, ThioGlo1 CoA-SH fluorescence | hit rate 0.21% among 390,000 | Potency, µM (highest dose often 58.9 µM), for inactives: at the top dose activity change, negative = inhibition, usual class: inhibitors | AID 504327 | Q92830
# Target sequence (Q92830 whole entry, looked up): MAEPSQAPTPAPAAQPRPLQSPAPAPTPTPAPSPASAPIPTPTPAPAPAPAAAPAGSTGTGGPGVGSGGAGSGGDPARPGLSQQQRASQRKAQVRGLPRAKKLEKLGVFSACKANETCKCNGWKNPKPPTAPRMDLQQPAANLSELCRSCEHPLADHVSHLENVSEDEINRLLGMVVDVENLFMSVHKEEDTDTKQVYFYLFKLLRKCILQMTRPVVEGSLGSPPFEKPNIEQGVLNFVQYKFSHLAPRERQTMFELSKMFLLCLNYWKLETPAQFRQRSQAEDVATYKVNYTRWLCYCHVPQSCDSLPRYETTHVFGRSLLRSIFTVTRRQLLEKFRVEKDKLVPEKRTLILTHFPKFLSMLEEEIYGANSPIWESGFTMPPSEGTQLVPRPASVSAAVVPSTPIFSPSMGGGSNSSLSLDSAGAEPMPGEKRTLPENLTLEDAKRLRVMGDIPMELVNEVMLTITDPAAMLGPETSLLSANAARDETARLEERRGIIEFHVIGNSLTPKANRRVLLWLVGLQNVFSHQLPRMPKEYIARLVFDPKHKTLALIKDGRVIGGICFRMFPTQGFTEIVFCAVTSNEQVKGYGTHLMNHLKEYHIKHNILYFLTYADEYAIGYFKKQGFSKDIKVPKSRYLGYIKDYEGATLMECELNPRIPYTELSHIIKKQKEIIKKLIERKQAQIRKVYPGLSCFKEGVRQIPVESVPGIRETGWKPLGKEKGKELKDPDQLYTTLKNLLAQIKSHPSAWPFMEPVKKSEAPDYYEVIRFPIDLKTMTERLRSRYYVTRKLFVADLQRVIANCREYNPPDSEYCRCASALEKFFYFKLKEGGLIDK
#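 Free CoA generated was detected with ThioGlo1 (50uM) fluorescence at Ex340nm/Em540nm, read immediately and after 20 min at room temperature. Enzyme, 20 nM in HEPES pH 7.5 buffer, saw compounds 15 min before adding 75uM H3(1-25) peptide and 70uM acetyl-CoA.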
# FEN1 inh = inhibitors of human flap endonuclease 1 | P39748 | Recombinant FEN1 flap cleavage, fluorescence, 15 min | Potency, µM (series often up to 114 µM), for inactives: top-dose activity change, negative = inhibition, usual class: inhibitors | hit rate 0.35% among 390,000; further: nearly all actives have a fitted effect of over 65% in size
#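 Nuclease activity of 10 nM FEN1 was measured after 15 min of room-temperature exposure to titrated compounds, by adding 50 nM flap substrate and reading plates at 0 and 15 min.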
# N370S GC mod = inhibitors or activators of N370S glucocerebrosidase for Gaucher disease. P04062. N370S GC spleen homogenate, 4MU-glucoside fluorescence. Potency, µM (doses to about 59.4 µM), for inactives: at the top dose activity change, negative = inhibition, actives largely listed as inhibitors. hit rate 0.092% among 330,000. AID 2101;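 further: 0% = full enzyme activity and -100% = no enzyme basal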
# Starred values were filed as active, the others as inactive; ? = inconclusive; · = no result given; & = joins results of further samples; [ ] = dose if it differs, or a comment. The call rests on the fitted dose curve; in most records, active means well fitted curve in the direction sought with a large enough effect; inconclusive means small, poorly fitted or top-dose-only effect, or another doubt; inactive means no such curve, though single readings can be large; an effect the other way counts as inactive or inconclusive. Unless noted, on the % scale 0 is the no-effect control and ±100 the full control effect; potency means the concentration at half of the fitted maximal effect. An excerpt; rates above refer to the full screens.
# The first 14 entries, to show the layout:
SMILES,KAT2A inh,FEN1 inh,N370S GC mod
CCOC(=O)c1c(C)[nH]c(C(=O)CN2C(=O)C(=O)N(CC(C)C)C2=O)c1C,-4%,0%,-4%
CCN(CC)CCCNC(=S)N1CCn2c(nc3ccccc32)C1,3%,-1%,6%
COc1cc2c(cc1OC)CN(C(=O)/C=C/c1cccs1)CC2,0%,-13%,5%
CC(=O)Nc1ccc(/C=N/NC(=O)c2cc(-c3ccco3)nc3ccccc23)cc1,?,-7%,3%
COc1ccc(S(=O)(=O)N(C)CC(=O)NC2CCCCC2)cc1Cl,-7%,0%,8%
CCOc1ncccc1C(=O)Nc1ccc(-c2ccc3nnc(C)n3n2)cc1,2%,13%,9%
Cc1[nH]nc2c1C(c1cccs1)C1=C(CC(C)(C)CC1=O)N2 (stereo not drawn),18%,0%,1%
COc1cc(-c2nc3ccc(N4CCN(C)CC4)cc3[nH]2)cc(OC)c1OC,?,?,26%
COc1ccc(/C=C/C(=O)OCC(=O)N2CCCC2)c(OC)c1,-2%,-21%,·
CCn1c(SCC(=O)Nc2ccc(F)cc2)nnc1-c1cnccn1,-1%,-8%,0%
Cc1ccc(CN2C(=O)CSC2c2ccccc2F)cc1 (stereo not drawn),?,-21%,2%
CS(=O)(=O)NNC(=O)c1csc(Cc2c(Cl)sc3ccc(Cl)cc23)n1,0%,1%,0%
NS(=O)(=O)c1cccc(NC(=O)c2cccc(N3C(=O)c4ccccc4C3=O)c2)c1,-3%,-8%,·
COc1ccc(CCNC(=O)CSc2ccc(-c3ccco3)nn2)cc1OC,-8%,16%,13%

# All compounds of this part, from the start:
SMILES,KAT2A inh,FEN1 inh,N370S GC mod
CCOC(=O)c1c(C)[nH]c(C(=O)CN2C(=O)C(=O)N(CC(C)C)C2=O)c1C,-4%,0%,-4%
CCN(CC)CCCNC(=S)N1CCn2c(nc3ccccc32)C1,3%,-1%,6%
COc1cc2c(cc1OC)CN(C(=O)/C=C/c1cccs1)CC2,0%,-13%,5%
CC(=O)Nc1ccc(/C=N/NC(=O)c2cc(-c3ccco3)nc3ccccc23)cc1,?,-7%,3%
COc1ccc(S(=O)(=O)N(C)CC(=O)NC2CCCCC2)cc1Cl,-7%,0%,8%
CCOc1ncccc1C(=O)Nc1ccc(-c2ccc3nnc(C)n3n2)cc1,2%,13%,9%
Cc1[nH]nc2c1C(c1cccs1)C1=C(CC(C)(C)CC1=O)N2 (stereo not drawn),18%,0%,1%
COc1cc(-c2nc3ccc(N4CCN(C)CC4)cc3[nH]2)cc(OC)c1OC,?,?,26%
COc1ccc(/C=C/C(=O)OCC(=O)N2CCCC2)c(OC)c1,-2%,-21%,·
CCn1c(SCC(=O)Nc2ccc(F)cc2)nnc1-c1cnccn1,-1%,-8%,0%
Cc1ccc(CN2C(=O)CSC2c2ccccc2F)cc1 (stereo not drawn),?,-21%,2%
CS(=O)(=O)NNC(=O)c1csc(Cc2c(Cl)sc3ccc(Cl)cc23)n1,0%,1%,0%
NS(=O)(=O)c1cccc(NC(=O)c2cccc(N3C(=O)c4ccccc4C3=O)c2)c1,-3%,-8%,·
COc1ccc(CCNC(=O)CSc2ccc(-c3ccco3)nn2)cc1OC,-8%,16%,13%
C=Cc1ccc(CSc2nc(-c3ccccc3Cl)nc3c2Cc2c(CO)cnc(C)c2O3)cc1,-2%,9%,·
COc1ccc(/C=N/N2C(=O)C3C4C=CC(C4)C3C2=O)cc1[N+](=O)[O-] (stereo not drawn),3%,1%,23%
Cc1ccc(C(=O)N2CCN(c3ncccn3)CC2)c(C)c1,-5%,1%,1%
COc1ccccc1-c1c(C(F)(F)F)oc2cc(OCC(=O)Nc3ccccc3C(F)(F)F)ccc2c1=O,31%[activator],-2%,21%
CC1=NN(c2ccccc2)C(=O)C1N=Nc1ccc(S(N)(=O)=O)cc1 (stereo not drawn),38%[activator],-6%,-6%
COc1ccc(N(C(=O)CNC(=O)c2cccs2)C(C(=O)NC2CCCC2)c2ccncc2)cc1 (stereo not drawn),-2%,3%,-2%
Cc1cccc(NC(=O)N2CCCC2C(=O)NCc2cccs2)c1 (stereo not drawn),0%,-5%,27%
C/C(=N\NC(=O)c1ccncc1)c1cc2ccccc2o1,-8%,12%,-10%
Cn1c(CO)cnc1SCC(=O)c1ccc(F)cc1,3%,-13%,-9%
COC(=O)CN(C(=S)Nc1ccc(Cl)cc1)C1CC(=O)N(c2ccc(OC)cc2)C1=O (stereo not drawn),23%,-5%,1%
Cc1cc(NC(=O)CCC(=O)N(CCC(C)C)C(C(=O)NC2CCCC2)c2cccnc2)no1 (stereo not drawn),20%,-2%,4%
COc1ccc(-c2cc(C(=O)Nc3cccc(C(C)=O)c3)no2)cc1OC,1%,-1%,·
COc1ccc(NS(=O)(=O)c2cc(OC)ccc2NC(=O)c2cc(C)oc2C)cc1,-9%,-9%,7%
Fc1ccc(Nc2ncnc3onc(-c4ccc(Cl)cc4)c23)cc1Cl,1%,9%,·
CCOC(=O)N1CCN(C(=O)Cn2c(=O)sc3ccccc32)CC1,-7%,-8%,-5%
COCCOC(=O)c1c(C)oc2ccc(NS(=O)(=O)c3ccc(C(=O)O)cc3)cc12,-1%,-5%,-16%

# Compound profiles (already shown).
# COc1ccc(-c2cc(C(=O)Nc3cccc(C(C)=O)c3)no2)cc1OC is entered as KAT2A inh = 1%; FEN1 inh = -1%; N370S GC mod = ·
# C/C(=N\NC(=O)c1ccncc1)c1cc2ccccc2o1 is entered as KAT2A inh = -8%; FEN1 inh = 12%; N370S GC mod = -10%

# Remaining list, next part:
SMILES,KAT2A inh,FEN1 inh,N370S GC mod
CCC1(CC)C(=O)NC(=O)NC1=NCCc1ccc(O)cc1,2%,-1%,8%
COc1ccc(NC(=O)CSc2cccc3cccnc23)c(OC)c1,-2%,8%,2%
CCn1cc(Br)c(C(=O)Nc2cccc(Cl)c2)n1,2%,2%,10%
CCc1nn2c(=O)cc(COc3ccc(/C=C4\C(=N)N5N=C(C)SC5=NC4=O)cc3)nc2s1,?,?,6%
COc1ccc2[nH]c(O)c(NC(C)=O)c2c1,-1%,1%,-20%
Cc1ccc(-c2nnn(CC(=O)N3CCN(c4ccccc4)CC3)n2)o1,1%,6%,3%
O=C(CSc1nnnn1-c1ccccc1)NC(=O)Nc1ccc2c(c1)OCCO2,-9%,-7%,5%
CCCCC1=CC2=CC(=O)C(C)(OC(=O)c3cccs3)C(=O)C2=CO1 (stereo not drawn),·,-20%,16%
Cc1cccc(NS(=O)(=O)c2ccc3c(c2)CCN3C(=O)C2CCC2)c1,-13%,-21%,·
Cc1ccc(Oc2ccccc2/C=C2\SC(=O)N(C)C2=O)cc1,17%,-14%,13%
c1ccc(C2[C@H]3CN(Cc4cccnc4)[C@H](c4ccccc4)C34CC2(c2ccccc2)C4)cc1 (stereo partly drawn),-3%,-20%,-3%&-13%
COc1ccc2c(ccc[n+]2CC(=O)c2ccccc2)c1,-17%,6%,5%
CC(=O)NN1C(=O)/C(=C\c2ccc(C)cc2)SC1=S,-2%,10%,0%
CCOC(=O)/C(C#N)=C1/SC(CCO)C(=O)N1c1ccccc1 (stereo not drawn),-3%,1%,-4%
COc1cc(NC(=O)C2CCCCN2)ccc1OCC(C)C (stereo not drawn),-14%,3%,-3%
CC1(C)Cc2c(sc3c2c(=N)n(Cc2ccco2)c(=O)n3Cc2ccc(Cl)cc2)CO1,-5%,-4%,-6%
COc1ccc(-c2cc3c(=O)n(CC(=O)NCCCN4CCC(Cc5ccccc5)CC4)ncn3n2)cc1,5%,1%,6%
CCc1ccc(NC(=O)C2CCC(CNS(=O)(=O)c3cccs3)CC2)cc1 (stereo not drawn),-6%,12%,·
O=C(Nc1ccc(O)cc1)c1ccc(C(=O)c2ccccc2)o1,-5%,-9%,-13%
Cc1ccc(NC(=S)NCc2ccccc2Cl)c(C)c1,1%,2%,?
CCOc1ccc(NC(=O)CN2CCN(Cc3ccccc3)S2(=O)=O)cc1,2%,-6%,·
CSCCC(Nc1ccc(S(=O)(=O)N2CCOCC2)cc1[N+](=O)[O-])C(=O)OCC(=O)N(C(C)C)C(C)C (stereo not drawn),-5%,-10%,-10%
CC(/C=C/c1ccc(N(C)C)cc1)=N\N=C1\NC(=O)CC(C(=O)Nc2ccccc2)S1 (stereo not drawn),-12%,-9%,?
O=C(COC(=O)Cc1ccc(S(=O)(=O)N2CCOCC2)s1)NCCc1ccccc1,-8%,1%,22%
Nc1ccc(S(=O)(=O)c2ccccc2)nc1,1%,7%,-13%
CC(=O)Nc1cccc(-c2nnc(SCC(=O)c3cc([N+](=O)[O-])ccc3Br)o2)c1,-12%,-18%,·
CCOc1ccc(NC(=NCc2ccc3c(c2)OCO3)SC2CC(=O)N(c3ccc(OCC)cc3)C2=O)cc1 (stereo not drawn),-9%,-5%,4%
Cc1cc(Cl)c(S(N)(=O)=O)cc1OCC(=O)NC1CCCCC1,-4%,1%,-4%
CCCCC(=O)Nc1cc(-c2nc3ncccc3o2)ccc1C,-1%,-9%,1%
C=CCOc1ccc(/C=C/C(=O)OCC(=O)N(C)CC(=O)Nc2ccc(F)cc2)cc1,3%,-1%,-15%
O=C(/C=C/c1ccccc1)NNC(=O)c1cccc(Cl)c1,-4%,6%,19%
CCN(CC)S(=O)(=O)c1cccc(-c2nnc(SCC(N)=O)n2CCc2ccccc2)c1,2%,0%,-3%
C=CCN1C2CCCC1CC(NC(=S)Nc1cccc(OC)c1)C2 (stereo not drawn),-3%,·,16%
Cc1ccc(S(=O)(=O)CC(=O)N2CCCC2)cc1,-1%,11%,2%
C(=N\NCc1ccccc1)/c1ccc2nccnc2c1,-5%,-3%,4%
COc1ccc(C(=O)c2cnc[nH]2)cc1,-5%,2%,7%
O=C(CSc1nnc(CNc2ccc(Cl)cc2)o1)Nc1nc2ccccc2s1,-11%,-15%,-11%
O=C(Nc1ccccc1N1CCOCC1)c1ccc(Br)o1,-9%,-7%,8%
O=C(O)c1ccc(/C=N/O)cc1,-5%,0%,8%
O=C(Nc1nc(-c2ccccc2)cs1)c1ccc(N2CCOCC2)c([N+](=O)[O-])c1,-2%,-11%,-1%
COc1cc(C(=O)N(CCCN(C)C)c2nc3c(OC)cccc3s2)cc(OC)c1OC,-4%,-13%,·
Cc1cccc(CN2C(=O)N/C(=C/c3cc(C)n(-c4cc(C)ccn4)c3C)C2=O)c1,-5%,-12%,-9%
COc1ccc(C(=O)CSc2nnc(CNC(=O)c3ccccc3F)n2C)cc1OC,-3%,-7%,-11%
CCCOc1ccc(C2C(C(=O)c3cc4ccccc4o3)=C(O)C(=O)N2c2cc(C)on2)cc1 (stereo not drawn),?,-2%,-2%
CCCC(=O)Nc1ccc2oc(=O)ccc2c1,-2%,5%,7%
Cc1[nH]c2ccccc2c1C(=O)CSc1nncn1C,-7%,-11%,4%
Cc1ccc(S(=O)(=O)Oc2ccc(/C=C(/NC(=O)c3ccccc3)C(=O)Nc3ccccc3)cc2)cc1,3%,-1%,?
NS(=O)(=O)c1ccc2c(c1)oc(=O)c1cc(S(N)(=O)=O)ccc12,-26%,-6%,5%
Cc1cc(C(=O)NC(C)C2CCCO2)c(C)o1 (stereo not drawn),-4%,23%,-18%
Cc1ccc(CNC(=O)CN2CCCN(Cc3ccc(F)cc3)S2(=O)=O)cc1,-3%,-7%,·
OCCN(CCO)CC(O)COc1ccc(C23CC4CC(CC(C4)C2)C3)cc1 (stereo not drawn),-4%,7%,?
CCOC(=O)C1CCN(C(=O)CCc2c(C)nc3cc(-c4ccc(OC)cc4OC)nn3c2C)CC1,0%,15%,-12%
COc1ccccc1CN(C(=O)CCl)C(C(=O)NC1CCCCC1)c1ccncc1 (stereo not drawn),-3%,0%,-4%
COc1ccc(CCNC(=O)C2CCN(S(=O)(=O)N3CCOCC3)CC2)cc1OC,-11%,-15%,-17%
CC(=O)N1CCOCCOCCN(C(C)=O)CCOCC1,-4%,1%,25%
CCCCC(C(=O)O)C(C)CC(=O)Nc1cccc(C(=O)O)c1 (stereo not drawn),-5%,1%,-4%
CCN(CC)C(=O)[C@H]1CC(CC(=O)NCCCN(C)C)C(=O)N2CCc3c([nH]c4ccccc34)[C@]12C (stereo partly drawn),2%,16%,·
O=C(NNS(=O)(=O)c1ccccc1[N+](=O)[O-])c1cccc(Br)c1,1%,8%,-3%
COc1cc(NC(=O)COC(=O)C=C(C)C)c(C)cc1[N+](=O)[O-],-6%,-9%,-9%
CCC(C(=O)C(C)C(O)C(C)CCc1ccc(C)c(O)c1C(=O)O)C1OC(CC)(C2CC[C@@](O)(CC)C(C)O2)CC1C (stereo partly drawn),?,·,-5%

# (further entries)
SMILES,KAT2A inh,FEN1 inh,N370S GC mod
Cc1ccc([N+](=O)[O-])cc1S(=O)(=O)Nc1cccc(-c2ccc(N3CCCC3)nn2)c1,-1%,0%,-8%
CCn1nc(C)c(CNC(=O)CCc2nnc(Cc3c[nH]c4ccccc34)o2)c1C,-3%,3%,-5%
O=C(NCCN1CCOCC1)c1cc2cc(Br)ccc2oc1=O,-4%,19%,-1%
O=C(C[n+]1ccccc1)N/N=C/c1ccc(Br)cc1,-4%,16%,·
CCn1cc(CN2CCCC(C(=O)c3ccc(-c4ccccc4)cc3)C2)cn1 (stereo not drawn),2%,6%,1%
Cc1cc(C)c2c(CC(=O)Nc3nnc(C(C)C)s3)coc2c1,-8%,1%,·
